NPY2 pot ag – NPY-Y2 potentiators or agonists, primary screen, cell-based. activation, % at 3.6 µM. 0.45% of 220,000 active. AID 1359, 2008. Neuropeptide Y receptor type 2 (Homo sapiens), P49146. cells expressing NPY-Y2, potentiator/agonist read-out; in the data active = activation above about 27%;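 also: cells stimulated with NPY near EC25 plus isoproterenol at EC100; 0% = vehicle plus submaximal agonist and 100% = vehicle plus saturating agonist; some results beyond the cut were filed as inactive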
zfTRPN1 agonist – zebrafish TRPN1 channel agonists, primary screen, cell-based, HEK293, calcium fluorescence. transient receptor potential cation channel N1 (TRPN1/NompC), Danio rerio. 0.18% of 220,000 active. AID 1424, 2008. activation, % at 3 µM. HEK293 zebrafish TRPN1-YFP, Fluo-8 calcium fluorescence; 100% = response to 87 µM carbachol;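 active = activation above its plate's cutoff, the mean activation of test wells on that plate plus 3 SD, cut at about 19% in these data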;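 also: 0% = DMSO alone and 100% = 87 µM carbachol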
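Material: zebrafish TRPN1-YFP in HEK293 cells; Doses: single test compound dose, 3 µM nominal, 0.3% DMSO; Timing: dye loading 1 h at 37 °C, then 30 min room temperature; Technique: intracellular calcium fluorescence with Fluo-8; Benchmarks: high carbachol 87 µM, low DMSO alone.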
S1P4 ag – S1P4 receptor agonists, primary screen, cell-based | activation, % at 4.98 µM | 0.35% of 220,000 active | S1P4-expressing cell line, agonist reporter assay | Sphingosine 1-phosphate receptor 4 (Homo sapiens), O95977; in the data active = activation above about 11%;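 also: 0% = DMSO vehicle and 100% = reference agonist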
Target sequence (O95977 whole entry, looked up): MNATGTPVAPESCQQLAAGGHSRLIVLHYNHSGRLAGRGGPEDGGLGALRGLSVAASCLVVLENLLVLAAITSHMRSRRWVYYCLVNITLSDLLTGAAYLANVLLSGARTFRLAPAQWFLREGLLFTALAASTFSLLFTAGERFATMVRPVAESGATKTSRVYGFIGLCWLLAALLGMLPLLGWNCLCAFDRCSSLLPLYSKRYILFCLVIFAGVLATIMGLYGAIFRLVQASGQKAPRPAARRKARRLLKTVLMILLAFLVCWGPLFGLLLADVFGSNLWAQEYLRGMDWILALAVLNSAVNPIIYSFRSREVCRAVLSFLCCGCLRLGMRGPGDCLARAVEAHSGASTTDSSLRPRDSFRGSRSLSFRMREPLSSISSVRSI
EP2 modulator – EP2 receptor modulators, cAMP readout, primary screen, cell-based, HTRF cAMP, PGE2 stimulation; Prostaglandin E2 receptor EP2 subtype (Homo sapiens), P43116; EP2-expressing cells, cAMP HTRF FRET, PGE2 co-stimulation; induction, % at 25 µM; 0.83% of 260,000 active; AID 940, 2007;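 active = compounds whose cAMP rise, as percent of the full-agonist control response, exceeds 60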;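 also: rat C6 glioma line stably carrying human EP2 under a CMV promoter; the protocol text gives 20 µM as final concentration; 100% = response of wells given 1 µM PGE2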
CHOP inhibitor – inhibitors of CHOP promoter induction, primary screen, cell-based, unfolded protein response, luciferase reporter | CHO-K1 CHOP-promoter luciferase, tunicamycin-induced, 15-18 h | AID 2732, 2010 | inhibition, % at 10 µM | 3.8% of 220,000 active;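 active = compounds that reduced the stress-induced luciferase reporter signal by more than about 70% of percent inhibition, limit read from the data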;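 also: 0% = tunicamycin plus vehicle and 100% = wells without tunicamycin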
S1P4 antagonist – S1P4 receptor antagonists, primary screen, cell-based | inhibition, % at 4.98 µM | Sphingosine 1-phosphate receptor 4 (Homo sapiens), O95977 | S1P4-expressing cells, antagonist mode, reporter read-out | 0.26% of 220,000 active; in the data active = inhibition above about 29%;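 also: 0% = wells stimulated with agonist and 100% = vehicle wells without agonist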
NPY1 pot ag – NPY-Y1 receptor potentiators or agonists, primary screen, cell-based; NPY-Y1 expressing cells, potentiator/agonist activation; 0.37% of 220,000 active; AID 1304, 2008; activation, % at 3.6 µM; Neuropeptide Y receptor type 1 (Homo sapiens), P25929; in the data active = activation above about 33%, passing the limit was not always enough;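 also: cells stimulated with NPY at EC10 then isoproterenol at EC100; 0% = low agonist plus stimulus and 100% = saturating agonist plus stimulus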
Target sequence (P25929 whole entry, looked up): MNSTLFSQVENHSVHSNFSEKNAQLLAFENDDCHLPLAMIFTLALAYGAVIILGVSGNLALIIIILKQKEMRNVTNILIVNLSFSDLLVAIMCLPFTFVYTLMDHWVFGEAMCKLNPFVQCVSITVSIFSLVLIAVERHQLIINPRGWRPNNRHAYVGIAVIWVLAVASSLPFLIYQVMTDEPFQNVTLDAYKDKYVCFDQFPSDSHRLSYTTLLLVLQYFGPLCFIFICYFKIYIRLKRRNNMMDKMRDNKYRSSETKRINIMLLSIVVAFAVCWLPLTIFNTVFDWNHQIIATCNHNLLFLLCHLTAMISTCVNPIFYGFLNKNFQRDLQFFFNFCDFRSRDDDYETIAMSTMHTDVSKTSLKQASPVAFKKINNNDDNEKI
TRPML3 agonist – human TRPML3 channel agonists, primary screen, cell-based, HEK293 TRPML3-YFP, Fluo-8 calcium fluorescence, 3 µM | 0.29% of 220,000 active | activation, % at 3 µM | Mucolipin-3 (Homo sapiens), Q8TDD5 | AID 1448, 2008 | 100% = the carbachol control signal;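 active = activation above its plate's cutoff, the mean activation of the plate's test wells plus 3 SD, cut at about 12% in these data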;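 also: 0% = DMSO only wells and 100% = carbachol wells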
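system = HEK293 cells stably carrying human TRPML3-YFP | doses = one concentration, 3 µM nominal, 0.3% DMSO | timing = dye loading 1 h 37 °C then 30 min ambient, 125 s read | detection = Fluo-8 calcium dye fluorescence, ex 470-495, em 515-575 nm | benchmarks = high control carbachol 87 µM, low control DMSO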
NPY-Y1 antag – NPY-Y1 receptor antagonists, primary screen, cell-based; 1% of 200,000 active; Neuropeptide Y receptor type 1 (Homo sapiens), P25929; HEK293-CNG Y1 cells, membrane potential fluorescence; NPY at EC95, then isoproterenol; AID 1040, 2008; inhibition, % at 3.6 µM;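 active = inhibition above the campaign mean inhibition of all tested compounds plus 3 SD, cut at about 20% in these data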;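 also: 0% = DMSO wells given NPY plus isoproterenol and 100% = isoproterenol alone without NPY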
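Test system – HEK293 Y1/CNG channel cell line · Also added – NPY agonist 25 nM, then isoproterenol 1 µM plus Ro 20-1724 25 µM · Compound dosing – one concentration, 3.6 µM, in 0.4% DMSO · Schedule – compound incubation 1 h at room temperature, readout 45 min post-stimulation · Technique – fluorescence, membrane potential probe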
* hit, by the source's call; · = not tested or not shown; & = joins results of further samples.

SMILES	NPY2 pot ag	zfTRPN1 agonist	S1P4 ag	EP2 modulator	CHOP inhibitor	S1P4 antagonist	NPY1 pot ag	TRPML3 agonist	NPY-Y1 antag
CCc1ccc2oc(-c3ccc(OC)cc3)cc(=Nc3cccc(C(=O)O)c3)c2c1	-9	-1.5	1.2	0	44	0	4	0.7	4
Cc1cc(Cl)ccc1Oc1nccc(N(C)C)c1C#N	1	1.2	-0.7	12	12	4	-21	0.3	3
CCc1ccc(-n2c(SCC(=O)N3CCC(C(=O)O)CC3)nnc2-c2ccncc2)cc1	10	-0.2	-0.3	31	11	2	8	0.9	2
O=C(COc1ccc(-n2ccnc2)cc1)Nc1cccc(Cl)c1	0	10	1.1	-71	10	-18	3	2.5	-2
C#CCOc1ccc(Br)cc1/C=N/O	9	-0.9	0.9	6	53	-10	10	0.7	6
O=C(O)c1nn(CC(=O)N(C2CCCCC2)C2CCCCC2)c(=O)c2ccccc12	7	2.3	0.6	83*	93*	-4	-1	0.2	1
Cc1cc(NC(=O)CCc2ccc(S(=O)(=O)N3CCOCC3)cc2)n(-c2ccccc2)n1	1	1.2	-1.8	15	-1	-7	8	-0.1	2
COC(=O)Cn1cnc2c(cnn2-c2ccccc2)c1=O	3	1.4	0.0	5	15	-2	9	0.8	-4
c1csc(-c2ncc3ccccn23)c1	-7	-0.2	-0.1	11	-14	-15	-7	0.6	1
CCOC(=O)C1CCN(C(c2cc3cc(C)cc(C)c3[nH]c2=O)c2nnnn2C2CCCCC2)CC1 (stereo not given)	-3	0.6	0.0	·	·	18	2	-0.3	4
CCC(C)c1ccc(O)c(NC(=O)c2cccnc2)c1 (stereo not given)	5	1.2	1.0	-14	36	3	4	0.3	-5
Cn1c(C(=O)NCCCN2CCCC2=O)cc2c(=O)n(C)c3ccccc3c21	-7	1.6	-1.3	-3	28	-8	-2	1.3	13
CC[n+]1c(C)n(-c2ccccc2)c2ccc(NC(C)=O)cc21	-16	1.2	0.3	-41	-4	-13	-32	0.8	4
N#Cc1c2n(c3c(=O)n(CC(=O)c4ccc(Br)cc4)cnc13)CCCC2	-20	1.0	0.6	3	19	-13	-34	0.8	14
Cc1cccc(NC(=O)CSc2nnc(-c3cc(C)n(-c4ccccc4)c3C)o2)c1C	-1	0.2	-1.0	2	91*	3	-6	0.3	3
COC(=O)c1ccc(/C=N/NC(=O)c2ccccc2Cl)cc1	-3	2.9	1.1	-48	-21	-19	15	0.6	4
Cn1ccnc1SCC(=O)NC12CC3CC(CC(C3)C1)C2	0	0.0	1.4	-6	0	-3	10	1.0	0
c1ccc(Cc2nnc3sc(C4COc5ccccc5O4)nn23)cc1 (stereo not given)	17	-0.2	-0.2	-9	26	-41	10	0.4	8
Cn1nnc(NC(=O)CSc2nnnn2-c2ccc(F)cc2)n1	-4	-0.4	3.2	8	7	3	1	1.1	6
Cc1ccc(C(C)C)c(Oc2nnnn2-c2ccccc2)c1	-1	-0.8	1.2	30	46	-20	-22	0.1	2
CC1CCN(S(=O)(=O)c2ccc(C(=O)OCc3ccc4c(c3)OCO4)cc2)CC1	-1	-0.5	-1.6	-3	17	-1	-1	1.0	-3
Oc1ccc(-c2n[nH]c(=S)n2Cc2ccccc2)cc1	15	0.2	1.1	27	9	-15	4	0.4	-4
OCC1(CCOc2ccccc2)CCN(Cc2cn[nH]c2-c2ccccc2)CC1	-2	0.9	2.5	-43	-5	-7	-3	0.9	4
CCN(CC)c1ccc(NC(=O)Cn2nnc(-c3cccc(OC)c3OC)n2)c(C)c1	-16	-0.4	-1.1	-6	62	8	-48	0.0	9
CC(=O)c1cc(C#N)c(N(C)Cc2ccccc2)nc1C	-18	-1.3	-0.4	9	4	-11	-32	-0.3	6
CC1(C)CC(=O)C2=C(C1)Nc1ccccc1N1C(=O)c3ccccc3C21 (stereo not given)	2	-0.2	1.7	-4	24	-2	20	0.7	3
Cc1cc(C(=O)CN2C(=O)NC3(CCCC3)C2=O)c(C)n1-c1ccc2c(c1)OCO2	10	-0.4	0.8	-12	12	-2	-6	0.5	-1
Cc1ccccc1NS(=O)(=O)c1ccc2c(c1)n(C)c(=O)n2C	8	0.9	3.7	-30&-20	-18	-9	-16	0.1	7
Fc1ccc(/C=N/n2cnn(Cc3ccccc3Cl)c2=S)cc1	1	-2.1	-0.7	-34	5	1	-4	-1.6	8
COc1ccc(NC(=S)Nc2ccc(S(N)(=O)=O)cc2)c(C)c1	-5	0.7	-1.1	-28	18	-5	15	0.7	-1
Cc1ccc(CSc2nc3c(c(=O)[nH]2)CCC3)cc1	-14	0.3	0.4	21	32	-8	-19	-0.6	14
Cc1ccc2[nH]ccc(=O)c2c1	3	1.3	1.2	15	-5	-4	-7	1.1	-3
Cc1ccc(NC(=O)COC(=O)C2(c3ccc(Cl)cc3)CCCC2)cc1	-2	1.4	-0.4	-50	64	4	21	0.4	0
COc1ncnc2c1oc1ccccc12	-12	0.0	0.2	8	-22	14	3	-0.1	3
Cc1nc2sc(C(c3ccc(Cl)cc3)N3CCN(c4ccccc4F)CC3)c(O)n2n1 (stereo not given)	7	0.3	0.2	29	83*	11	-5	-0.4	6
COC(C(=O)Nc1ccc(S(=O)(=O)N2CCCCC2)cc1)c1ccccc1 (stereo not given)	16	0.7	0.4	-12	-12	-11	19	1.0	2
CC(=O)/C=C/c1ccc2ccccc2n1	-7	0.1	-1.1	26	-73	21	13	0.7	0
CN1CCCC(OC(=O)CCCCC(=O)OC2CCCN(C)C2)C1 (stereo not given)	13	-0.2	-0.9	4	51	10	13	0.7	-1
O=C(Nc1cccc2ncccc12)c1ccc(Br)c([N+](=O)[O-])c1	2	1.2	0.5	-82	-7	-29	23	-0.1	-1
Cc1ccc(C(=O)C(C)[n+]2cccc(C(N)=O)c2)cc1 (stereo not given)	2	2.1	1.7	23	3	-13	2	0.8	7
Cc1cc(C)nc(Nc2n[nH]c(-c3ccccc3N)n2)n1	-11	1.7	-1.3	-17	-32	2	-23	0.0	·
CC(C)(C)c1csc(NC2=NS(=O)(=O)c3ccccc32)n1	11	3.1	-1.5	-15	0	8	0	0.9	3
CC1(C)CCCN(C(=O)c2ccc3c(c2NCCO)C(=O)c2ccccc2C3=O)C1	54*	-0.2	0.9	2	36	-10	51*	-1.7	-22
CC(=O)N1CCN(c2ccc(NC(=O)c3ccc4c(c3)OCCO4)cc2Cl)CC1	-7	4.9	0.2	-37	4	-6	-12	2.2	3
Cc1ccn2c(-c3csc(NCc4ccccc4)n3)c(C)nc2c1	23	4.9	0.6	-47	53	1	-8	1.0	-6
O=[N+]([O-])c1cccc(/C=N/Nc2nc(NCc3ccccc3)nc(N3CCOCC3)n2)c1	-2	0.4	0.5	-8	104*	-13	-12	0.5	-1
CCCCn1c(C)cc2cc(O)ccc21	1	0.0	0.9	4	3	-6	6	0.2	9
O=C(O)CCc1ccc(-c2ccccc2)n1-c1cccc(O)c1	6	1.1	-2.2	35	-3	-26	3	0.4	14
O=C(COC(=O)c1cccs1)NCc1ccccc1	4	0.8	1.2	5	-33	-23	7	-0.4	-3
Cn1cnc([N+](=O)[O-])c1Cl	4	1.5	1.7	8	19	-10	9	0.7	·

Part of the list above, showing only S1P4 antagonist, S1P4 ag and EP2 modulator.
mol | S1P4 antagonist | S1P4 ag | EP2 modulator
O=C(O)CCc1ccc(-c2ccccc2)n1-c1cccc(O)c1 | -26 | -2.2 | 35
Cc1ccn2c(-c3csc(NCc4ccccc4)n3)c(C)nc2c1 | 1 | 0.6 | -47

Next section.
SMILES	NPY2 pot ag	zfTRPN1 agonist	S1P4 ag	EP2 modulator	CHOP inhibitor	S1P4 antagonist	NPY1 pot ag	TRPML3 agonist	NPY-Y1 antag
COc1ccc(-c2csc(Cc3nnc4n3CCCCC4)n2)cc1	-3	1.0	-0.4	-3	31	-20	14	0.4	1
O=C(NCc1cccnc1)c1ccc(COc2ccc(Cl)cc2)cc1	18	4.9	-2.2	-62	71*	-18	4	3.2	-5
O=C(NCCCn1ccnc1)C(=O)NCC1OCCN1S(=O)(=O)c1ccc(Br)cc1 (stereo not given)	-4	-0.3	0.6	8	23	4	-8	-0.8	6
O=C(N/N=C/c1ccsc1)c1cc(-c2cccs2)nc2ccccc12	-22	0.4	7.3	-19	25	-24	4	0.3	6
COc1cc(/C=N/Nc2cc(C)nc(NS(=O)(=O)c3ccc(C)cc3)n2)ccc1O	-7	-1.2	0.4	42	12	-20	-11	-0.1	5
COC(=O)c1ccc(S(=O)(=O)N2C3CCC2CC(NC(=O)C2CC2)C3)cc1 (stereo not given)	19	1.1	1.3	-5	-13	-7	18	0.9	3
CCc1ccc2[nH]c(=O)c(C(c3nnnn3Cc3ccco3)N3CCC(C)CC3)cc2c1 (stereo not given)	3	-1.1	-0.1	61*	99*	0	-5	0.6	0
COc1ccc(NC(=S)N2CCC(C(=O)N3CCCCCC3)CC2)cc1	-3	-0.3	2.2	18	-31	8	5	0.3	0
COc1cc(/C=C2/C(=N)N3OC(C)=CC3=NC2=O)ccc1OC(=O)c1ccco1	0	0.6	0.8	-2	54	-4	4	-0.5	-3
C=CCOC(=O)C1=C(C)Nc2ncnn2C1c1cc(Br)ccc1F (stereo not given)	-26	-2.5	-2.5	15	-1	2	7	0.1	0
CN(c1ccccc1C(=O)NCc1ccco1)S(C)(=O)=O	-5	0.0	-1.2	0	12	-11	15	0.6	-3
CCCCOc1ncnc2c1[nH]c1ccc(F)cc12	0	9.5	0.1	-24	·	-5	-32	2.8	-1
COc1ccc(N(CC(=O)Nc2ccccc2C)S(=O)(=O)c2ccccc2[N+](=O)[O-])c(OC)c1	-14	0.2	-0.4	16	33	13	7	-0.3	5
Cc1cccc(-c2noc(CN(C(=O)c3c(-c4ccccc4Cl)noc3C)C(C)C)n2)c1	1	0.9	-3.1	31	5	-13	-8	0.2	7
Cc1ccc(C)c2[nH]c(=O)c(CCNS(=O)(=O)c3ccccc3)cc12	-15	0.7	0.3	9	-17	3	3	-0.5	5
COc1ccc(/C=C/C(=O)Nc2nnc(C(C)C)s2)cc1OC	-6	0.8	-0.3	31	59	-2	11	0.3	·
O=C(O)c1cccc(NC(CNS(=O)(=O)c2ccc(Cl)cc2)c2ccccc2)c1 (stereo not given)	9	1.1	1.0	6	-4	11	4	-0.2	-8

Source: PubChem BioAssay (several laboratories)
